Compound activity from PubChem BioAssay.
RBBP9 inhibitor – inhibitors of human serine hydrolase RBBP9; O75884; 0.2% of 220,000 active; inhibition, % at 7.94 µM; recombinant RBBP9, FP-Rh probe fluorescence polarization; AID 1515;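 active = inhibition above the campaign mean of all tested compounds plus 3 SD, cut at about 14% in these data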;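 also: plate controls were DMSO wells with RBBP9 for no effect and wells lacking RBBP9 protein for full effect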
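Test system: recombinant human RBBP9. Quantity: 2.5 µM RBBP9 dispensing solution, before mixing. Detection: FP readout at 525/598 nm. Reagent: Serine-hydrolase probe FP-Rh, 375 nM pre-mixing. Measure: % inhibition. Control set: DMSO-treated enzyme wells and wells lacking RBBP9. Buffer or medium: Tris-NaCl-Pluronic buffer, pH 8.0. Times: preincubation 30 min plus labeling 45 min at 25 °C.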
NPY-Y1 antag – blocks the human neuropeptide Y Y1 receptor. P25929. HEK293-CNG Y1 cells, membrane potential fluorescence; NPY at EC95, then isoproterenol. inhibition, % at 3.6 µM. 1% of 200,000 active. AID 1040;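 active = inhibition above the campaign mean inhibition of all tested compounds plus 3 SD, cut at about 20% in these data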;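 also: 0% = DMSO wells given NPY plus isoproterenol and 100% = isoproterenol alone without NPY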
Target sequence (P25929 whole entry, looked up): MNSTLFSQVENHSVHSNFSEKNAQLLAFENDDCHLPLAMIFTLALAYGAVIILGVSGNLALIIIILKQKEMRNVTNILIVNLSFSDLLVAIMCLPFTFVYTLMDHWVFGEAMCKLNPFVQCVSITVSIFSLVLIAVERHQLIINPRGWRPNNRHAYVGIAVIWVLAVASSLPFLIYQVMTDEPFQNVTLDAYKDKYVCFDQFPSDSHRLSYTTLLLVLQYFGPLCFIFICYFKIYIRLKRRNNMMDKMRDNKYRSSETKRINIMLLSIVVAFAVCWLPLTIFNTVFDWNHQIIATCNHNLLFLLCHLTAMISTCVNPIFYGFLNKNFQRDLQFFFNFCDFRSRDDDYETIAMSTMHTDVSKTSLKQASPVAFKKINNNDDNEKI
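Assay system: HEK293 cells with Y1 receptor plus CNG channel | Probe or stimulus: NPY (25 nM), isoproterenol (1 µM), Ro 20-1724 (25 µM) | Timing: Compound incubation 1 h at room temperature, readout 45 min post-stimulation | Measured by: Membrane-potential fluorescent dye readout | Benchmarks: High control isoproterenol alone, low control NPY with isoproterenol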
Runt-CBFb FRET – Runt domain-CBFb interaction inhibition; Q01196+Q13951; inhibition, % at 20 µM; Cerulean-Runt/Venus-CBFb FRET ratio 530/480, 1 h; 0.46% of 220,000 active;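 active = inhibition over about 50% at 20 µM in the single-dose screen, limit read from the data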;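 also: 0% = DMSO wells and 100% = excess unlabeled CBFb competitor control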
Target sequence (Q01196 whole entry, looked up, the tested form may be a part): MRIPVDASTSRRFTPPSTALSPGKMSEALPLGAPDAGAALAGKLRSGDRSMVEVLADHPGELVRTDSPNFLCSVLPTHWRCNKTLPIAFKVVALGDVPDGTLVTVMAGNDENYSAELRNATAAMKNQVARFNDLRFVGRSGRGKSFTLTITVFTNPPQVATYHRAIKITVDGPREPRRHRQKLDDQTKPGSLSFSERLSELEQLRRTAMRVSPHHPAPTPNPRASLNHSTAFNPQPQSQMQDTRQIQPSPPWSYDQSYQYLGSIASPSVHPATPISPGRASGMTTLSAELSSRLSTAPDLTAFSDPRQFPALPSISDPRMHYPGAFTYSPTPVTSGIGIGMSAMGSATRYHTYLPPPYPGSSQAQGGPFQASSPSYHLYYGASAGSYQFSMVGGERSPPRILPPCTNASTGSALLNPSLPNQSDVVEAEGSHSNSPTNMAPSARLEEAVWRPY
Target sequence (Q13951 whole entry, looked up, the tested form may be a part): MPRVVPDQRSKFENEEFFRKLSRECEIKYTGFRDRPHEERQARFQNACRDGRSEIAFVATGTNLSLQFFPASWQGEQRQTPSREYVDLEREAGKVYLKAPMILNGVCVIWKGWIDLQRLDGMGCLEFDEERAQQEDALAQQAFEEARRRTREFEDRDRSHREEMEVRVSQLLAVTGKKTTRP
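Measured by: fluorescence energy transfer, 422 nm excitation, 530/480 nm emission; Assay system: Cerulean-Runt domain; Medium: Tris pH 7.5 buffer with BSA; Measure: loss of energy transfer signal; Controls: 5 µM unlabeled CBFb as full-inhibition high control; Incubation: protein complex preformed 1 h, compound exposure 1 h, room temperature, dark.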
NPY-Y2 PAM-ag – human NPY-Y2 potentiation or agonism, primary screen | activation, % at 3.6 µM | P49146 | AID 1359 | cells expressing NPY-Y2, potentiator/agonist read-out | 0.45% of 220,000 active; in the data active = activation above about 27%;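 also: cells stimulated with NPY near EC25 plus isoproterenol at EC100; 0% = vehicle plus submaximal agonist and 100% = vehicle plus saturating agonist; some results beyond the cut were filed as inactive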
Mdm2 ligase inh – blocks human Mdm2 ubiquitin ligase activity | Q00987 | cell-based MDM2 ubiquitination luciferase reporter, 2 h; 0 = plate control, 100 = twice control, blank-subtracted | signal enhancement, % at 5 µM | 0.11% of 210,000 active;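 active = signal enhancement of 30% or more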;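 also: luminescence tracks abundance of the self-degrading MDM2-luciferase fusion protein; higher signal means inhibition of MDM2 E3 ligase activity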
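Test system: mammalian cells stably expressing self-ubiquitinating, self-degrading MDM2 E3–luciferase fusion; Amount: 2000 cells in each well; Medium: DMEM; Schedule: 4 h settle plus 2 h compound, 37 °C; Technique: SteadyLite luciferase luminescence after 15 min room-temperature reagent incubation; Benchmarks: plate control and blank wells.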
NPY-Y1 PAM-ag – human NPY-Y1 potentiation or agonism, primary screen; P25929; NPY-Y1 expressing cells, potentiator/agonist activation; 0.37% of 220,000 active; activation, % at 3.6 µM; in the data active = activation above about 33%, passing the limit was not always enough;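 also: cells stimulated with NPY at EC10 then isoproterenol at EC100; 0% = low agonist plus stimulus and 100% = saturating agonist plus stimulus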
Hck-Nef inh – human Hck-Nef kinase inhibition; Recombinant Hck-YEEI plus Nef, Z-Lyte FRET kinase assay; AID 463187; inhibition, % at 20 µM; 0.68% of 220,000 active; P08631;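 active = Hck-Nef kinase inhibition above about 50%, limit read from the data; inactive = inhibition below that limit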;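 also: 0% = DMSO with Hck plus Nef and 100% = Hck alone without Nef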
Runt-SMMHC FRET – blocks binding of human RUNX1 Runt domain to CBFb-SMMHC | Q01196+Q13951 | Cerulean-Runt/Venus-CBFb-SMMHC FRET ratio 530/480, 1 h | inhibition, % at 20 µM | 0.74% of 220,000 active | AID 1434;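 active = mean inhibition across duplicate retests at 20 µM reaching about 50%, limit read from the data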;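 also: 0% = DMSO wells and 100% = wells with excess untagged CBFb-SMMHC; inhibitors lower the FRET ratio by blocking Runt binding to CBFb-SMMHC; some results filed as inactive read as strong as hits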
p97 ATPase inh – human p97 ATPase inhibition; P55072; recombinant p97 ATPase, Kinase-Glo ATP luminescence, 3 h; inhibition, % at 8 µM; 0.42% of 220,000 active; AID 1481; in the data active = inhibition above about 15%;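 also: 0% = DMSO vehicle and 100% = wells lacking enzyme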
An asterisk follows results filed as active; . = not tested or not shown.

entry	Structure	RBBP9 inhibitor	NPY-Y1 antag	Runt-CBFb FRET	NPY-Y2 PAM-ag	Mdm2 ligase inh	NPY-Y1 PAM-ag	Hck-Nef inh	Runt-SMMHC FRET	p97 ATPase inh
1	CCOCCCn1cc(C(=O)c2cc(Br)ccc2O)cc(C#N)c1=O	-5	0	-1	5	-7	11	11	4	2
2	Cc1ccc2c(c1)C(=NC1CCCCC1)c1cc3ccccc3nc1-2	-4	2	-3	0	-2	-20	12	-2	0
3	CCN(CC)S(=O)(=O)c1ccc(C)c(NC(=O)COC(=O)[C@@H]2CCCN2C(=O)c2cccs2)c1	-7	4	0	0	-8	-4	23	-1	-1
4	CCOc1cc(N2CCOCC2)c(OCC)cc1NC(=O)Cc1ccc(OC)c(OC)c1	12	3	4	12	-15	3	1	-1	2
5	Cc1nc(C(=O)NNC(=O)c2cccc(Cl)c2)c(C(F)(F)F)o1	-7	.	-1	3	-10	-7	8	-2	4
6	CC(=O)NS(=O)(=O)c1ccc(N=c2ssc3c2-c2cc(C)ccc2NC3(C)C)cc1	-1	2	0	19	-1	18	-1	0	1
7	O=[N+]([O-])c1ccc(S(=O)(=O)N/N=C/c2ccco2)cc1	-6	0	-1	-12	-12	13	-8	-1	0
8	O=C(NC1CCCCC1)C(c1ccccn1)N(C(=O)c1csnn1)C1CCCCC1 (configuration not stated)	-3	-1	1	-4	-7	1	14	-2	-4
9	CSc1nnc(Cn2c(=O)sc3ccccc32)n1-c1ccccc1	-5	2	2	1	-13	-15	1	-4	-2
10	O=C(O)c1ccccc1C(=O)Nc1n[nH]c(=S)s1	-9	7	54*	20	-6	12	1	43	10
11	Cc1ccc(C(=O)C2C(c3ccc(-c4ccccc4[N+](=O)[O-])o3)NC(=O)NC2(O)C(F)(F)F)cc1 (configuration not stated)	-1	1	.	-6	.	-22	-1	.	0
12	Cc1ccc(Cl)cc1N1CCN(S(=O)(=O)c2c(C)[nH]c(=O)[nH]c2=O)CC1	-7	2	-3	1	-13	3	-1	-1	-11
13	CN1CCCC(C#CC(O)(c2ccccc2)c2ccccc2)C1 (configuration not stated)	-6	2	2	1	-6	-1	26	-2	-3
14	O=C(NCCOc1ccccc1)c1n[nH]c(=O)c2ccccc12	-11	10	1	-14	1	7	1	0	1
15	Cc1ccc(OCC(=O)NCc2ccccn2)cc1	3	-4	-1	3	-17	11	0	0	4
16	NC(=O)[C@@H]1CC2(CC(c3cccc(NC(=O)COc4ccc(Cl)cc4)c3)=NO2)CN1C(=O)COc1ccc(Cl)cc1 (some centres not stated)	.	.	-12	.	-8	.	21	-4	.
17	CCCCc1ccc(N2C(=O)[C@@H]3C(CC(N)=O)NC4(C(=O)Nc5ccc(F)cc54)[C@@H]3C2=O)cc1 (some centres not stated)	-2	-3	-18	1	-9	-16	-1	-6	1
18	Cc1cc(C)c(NC(=S)NC(CO)(CO)CO)c(C)c1	1	.	16	-12	0	14	15	4	2
19	Nc1ccc(Sc2cc(Cl)nc(N)n2)cc1	-1	-3	-2	-13	2	-2	0	-9	-2
20	O=C(O)CCn1c(=O)c2ccccc2c2ccccc2c1=O	-2	4	2	12	15	5	-1	-2	-2
21	COc1ccccc1NC(=S)N1CCN(Cc2ccc3c(c2)OCO3)CC1	-11	0	-1	12	-40	-14	-3	8	-6
22	CCC1SC2=NC(C)=C(C(=O)OCCOC)C(/C=C/c3ccccc3OC)N2C1=O (configuration not stated)	-18	8	-3	5	-18	5	1	-6	0
23	COc1ccc(N=Cc2ccc[nH]2)cc1	0	-2	2	-5	-29	4	1	2	3
24	Cc1ccc2c(C)ccc(O)c2n1	-14	2	2	-6	-6	11	-1	-1	-4
25	Cc1nc(-c2ccccc2)sc1C1(C)CC(c2cccc([N+](=O)[O-])c2)=NO1 (configuration not stated)	.	.	-1	.	-8	.	23	-1	.
26	Cn1c(=O)cc(SCC(=O)N2CCN(c3ccccn3)CC2)c2ccccc21	-7	8	-1	-22	2	-28	1	-3	0
27	NC(=O)N/N=C/c1cn(-c2ccccc2)nc1-c1ccccc1	-8	3	-2	10	-14	24	25	0	0
28	CCOc1ccccc1C(=O)NC(C(=O)NCc1ccccc1OC)C(C)C (configuration not stated)	-2	1	-4	-6	-18	5	3	0	2
29	O=S(=O)(c1cccc2cccnc12)N1CCCc2ccccc21	-11	.	0	10	-4	-3	19	-2	-1
30	CCC(=O)N/N=C/c1ccc(OS(=O)(=O)c2ccccc2)cc1	-7	1	0	4	-1	-19	3	-1	3
31	O=C(COC(=O)CCc1nc2ccccc2s1)NCc1ccco1	-1	0	-1	-18	-6	4	3	0	-4
32	CC1(C)C(=O)OC(c2cccn2-c2cccc([N+](=O)[O-])c2)C2(CCCCC2)C1=O (configuration not stated)	-3	0	-4	6	-5	-6	0	-1	1
33	Clc1cccc(CSc2nnc([C@@H]3CCCN3)o2)c1	-3	6	0	-27	4	6	1	4	-2
34	COc1ccc(C2CN=NC23CCCc2ccccc2C3=O)cc1 (configuration not stated)	-8	-3	-2	3	-4	-9	-1	1	-5
35	O=C(NCc1ccco1)C1CCCN1C(=O)Nc1cccc(Cl)c1 (configuration not stated)	-4	-2	1	-3	-5	3	16	5	5
36	O=[N+]([O-])c1ccccc1N/N=C\c1ccccc1F	-2	.	-4	-9	-8	20	3	-4	5
37	COC(=O)Cn1ncc2c(C)n(Cc3ccccc3)c(C)c2c1=O	4	1	2	3	-3	21	13	-8	9
38	COc1cccc(-c2nn(C)c3sc(C(=O)NCc4ccc(C)cc4)cc23)c1	-36	4	-6	-2	-13	-36	-2	0	-2
39	CCNCc1cc(OCC)c(OCC(=O)NCCc2ccccc2)cc1Cl	-2	0	8	-12	-20	4	2	-10	2
40	Cn1c(-c2ccccc2)cc(=O)c2ccccc21	-2	-2	0	-16	0	-13	0	-1	2
41	CCOc1ccc(/C(C)=N/N2C(=O)C(CC(=O)Nc3ccc(OC)cc3[N+](=O)[O-])SC2=Nc2cccc(C)c2C)cc1 (configuration not stated)	-3	-1	-6	-8	-4	-2	4	-4	4
42	CCOCCCNC(=O)C(Cc1ccccc1)NS(=O)(=O)c1cccc2nsnc12 (configuration not stated)	4	0	1	-16	.	11	3	2	0
43	O=c1[nH]c(CN2CCN(C/C=C/c3ccccc3)CC2)nc2ccccc12	8	1	1	5	4	-31	-8	-1	-2
44	CCC1=C2CC[C@H]3C(=O)N(c4ccccc4)C(=O)[C@H]3[C@H]2[C@@]2(C)C(=NCC3CC3)OC(=O)N2C1=O	.	.	0	.	9	.	31	0	.
45	CC(=O)NC1=NN(C(C)=O)C(C)(c2ccc3ccccc3c2)S1 (configuration not stated)	-4	-2	-1	5	-2	5	1	0	2
46	O=C1OCCC1Sc1nnc(-c2ccc(O)cc2)o1 (configuration not stated)	2	1	-1	-9	-4	-1	0	-1	-5
47	Cc1cccc(Cc2cnc(NC(=O)CN3C(=O)/C(=C/c4ccccc4)SC3=S)s2)c1	-9	3	-3	19	-2	-7	2	-2	4
48	OCC1OC(n2nc3ccccc3n2)C(O)C(O)C1O (configuration not stated)	-7	1	-2	9	-35	21	1	-3	4
49	COc1ccccc1NC(=O)CSc1c2c(nc3ccccc13)CCC2	-4	0	-2	5	1	-7	3	0	2
50	CCN1CCN(C(=O)C2(NC(=O)Nc3ccccc3Cl)CCCCC2)CC1	16*	1	1	2	-11	-5	5	1	4
51	CCC(C)NC(=O)c1c(N)n(/N=C/c2cccnc2)c2nc3ccccc3nc12 (configuration not stated)	-4	4	-2	0	-16	23	12	6	0
52	O=C(Nc1ccccc1)/C(=C/c1ccc2c(c1)OCO2)NC(=O)c1ccco1	-2	-2	-5	-3	-8	4	5	-6	3
53	CN(C(=O)COc1ccccc1)c1nnc(C23CC4CC(CC(C4)C2)C3)s1	-8	7	0	5	.	19	-7	-6	6
54	CN(CC(=O)Nc1cccc2ccccc12)C(=O)c1cccc(S(=O)(=O)N(C)C)c1	-6	.	1	-19	.	9	28	2	2
55	CCN(CC)CCCNC(=O)c1c(O)c2c([nH]c1=O)CCCC2	-12	0	-1	4	-1	-10	1	2	-3
56	CCCCC1S/C(=N/N=C/c2ccco2)NC1=O (configuration not stated)	-3	3	3	3	2	-25	1	3	4
57	O=C(Cn1cncn1)N/N=C/c1ccccc1Cl	7	.	-2	17	4	11	24	-2	4
58	O=C(Nc1ccccc1Cl)c1ccc(COc2ccc3c(c2)CCC3)cc1	-11	-2	0	-6	-12	-43	0	-2	4
59	CCn1nc(C(=O)OCC(=O)c2cc(C)n(Cc3cccs3)c2C)c2ccccc2c1=O	-10	17	7	-24	9	-15	3	3	2
60	Cc1ccc(-c2noc(CCC(=O)NCCN3CCOCC3)n2)cc1	-1	3	22	2	-16	-30	-2	2	3

The listing continues:
entry	Structure	RBBP9 inhibitor	NPY-Y1 antag	Runt-CBFb FRET	NPY-Y2 PAM-ag	Mdm2 ligase inh	NPY-Y1 PAM-ag	Hck-Nef inh	Runt-SMMHC FRET	p97 ATPase inh
61	COc1ccc(S(=O)(=O)CCC(=O)Nc2cccc(OC)c2)cc1	-2	0	-2	14	-18	6	22	2	5
62	Cc1nn2c3c(cnc2c1-c1ccccc1)C(=O)CC(c1ccco1)C3 (configuration not stated)	-1	-1	-8	-2	-11	-6	0	-52	-2
63	CC(NC(=O)CNC(=O)OCc1ccccc1)C(=O)N1CC(O)CC1C(=O)OCc1ccccc1 (configuration not stated)	9	-2	1	3	-17	1	1	4	0
64	CC1CCCCC1NC(=O)C1CCN(C(=O)c2sccc2-n2cccc2)CC1 (configuration not stated)	-3	10	0	3	-13	-6	-3	5	8
65	Cc1ccc(CNc2nc(N)c([N+](=O)[O-])c(Nc3ccc(F)cc3)n2)cc1	3	0	0	6	-7	-7	0	4	-1

Exported as labelled records: entries from further up
63) CC(NC(=O)CNC(=O)OCc1ccccc1)C(=O)N1CC(O)CC1C(=O)OCc1ccccc1 (configuration not stated)
  RBBP9 inhibitor: 9; NPY-Y1 antag: -2; Runt-CBFb FRET: 1; NPY-Y2 PAM-ag: 3; Mdm2 ligase inh: -17; NPY-Y1 PAM-ag: 1; Hck-Nef inh: 1; Runt-SMMHC FRET: 4; p97 ATPase inh: 0
65) Cc1ccc(CNc2nc(N)c([N+](=O)[O-])c(Nc3ccc(F)cc3)n2)cc1
  RBBP9 inhibitor: 3; NPY-Y1 antag: 0; Runt-CBFb FRET: 0; NPY-Y2 PAM-ag: 6; Mdm2 ligase inh: -7; NPY-Y1 PAM-ag: -7; Hck-Nef inh: 0; Runt-SMMHC FRET: 4; p97 ATPase inh: -1
